From PubChem BioAssay
TrxR1 substrate: substrates of rat thioredoxin reductase 1; O89049; purified TrxR1 substrate turnover, NADPH consumption readout; Potency, µM (top dose mostly 114 µM), for the others: top-dose activity change, negative = substrate turnover; 390,000 compounds, 0.01% hits; AID 588456; also: % is scaled to controls: 0 for no effect and ±100 for the full control effect; nearly all actives have a fitted effect of over 50% in size
Target sequence (O89049 whole entry, looked up): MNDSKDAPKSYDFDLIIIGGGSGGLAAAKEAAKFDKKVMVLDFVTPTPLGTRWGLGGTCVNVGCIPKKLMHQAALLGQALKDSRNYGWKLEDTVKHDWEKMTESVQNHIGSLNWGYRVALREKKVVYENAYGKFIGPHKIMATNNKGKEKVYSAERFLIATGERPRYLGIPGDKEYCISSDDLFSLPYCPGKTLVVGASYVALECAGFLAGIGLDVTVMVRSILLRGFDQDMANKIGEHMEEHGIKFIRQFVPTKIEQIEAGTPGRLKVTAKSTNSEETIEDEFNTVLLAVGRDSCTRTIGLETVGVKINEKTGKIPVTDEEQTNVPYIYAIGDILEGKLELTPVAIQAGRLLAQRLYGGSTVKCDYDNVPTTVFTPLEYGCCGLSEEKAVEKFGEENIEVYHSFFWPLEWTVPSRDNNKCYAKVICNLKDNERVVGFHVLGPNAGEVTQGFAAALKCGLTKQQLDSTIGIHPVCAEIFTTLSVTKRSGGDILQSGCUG
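Rat TrxR1, dispensed at 90 nM, was prereduced with 400 uM NADPH (final) for 5 min at ~22 deg C, then incubated with compound 15 min before 400 uM selenite. A first-read NADPH fluorescence drop versus no-compound background flagged substrates.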
RXFP1 ag: RXFP1 (human) receptor agonism; 370,000 compounds, 0.3% hits; Q9HBX9; HEK293T-RXFP1 cAMP TR-FRET, 30 min; response scale: percent of porcine relaxin response, buffer zero; Potency, µM (titrated, usually from 57.5 µM), inactives show at the highest dose activation, most hits filed as activators; also: % is scaled to controls: 0 for no effect and ±100 for the full control effect; nearly all actives have a fitted effect of over 60% in size; many of its hits are not listed in these tables
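cAMP rise read by TR-FRET after 30 min, 37C compound exposure (up to 58 uM) in RXFP1-transfected HEK293 cells with Ro 20174 present. EC50 from Hill-equation fits, with 29 nM porcine relaxin as 100% and buffer as basal.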
Vif-APOBEC3F blk: inhibitors of Vif-A3F interaction | HeLa A3F-eYFP + Vif (tagged APOBEC3F with the HIV-1 protein that degrades it), YFP fluorescence increase | Potency, µM (doses to about 46.1 µM), for inactives: at the highest dose activity, negative = active | 390,000 compounds, 0.2% hits; also: % of control where 0% means no effect; nearly all actives have a fitted effect of over 65% in size
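HeLa cells stably expressing A3F-eYFP plus Vif, plated and incubated overnight at 37 deg C, then exposed to compounds overnight at 37 deg C. Blocked degradation read as raised yellow fluorescence (Ex 488/Em 500-530).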
RGS4 inhibitor: inhibitors of human regulator of G protein signaling 4. Potency, µM (top dose mostly 114 µM), without a hit: at the highest dose activity change, negative = inhibition, actives largely listed as inhibitors. Transcreener GDP fluorescence polarization, RGS4-accelerated GTP hydrolysis. 390,000 compounds, 0.039% hits; also: % is scaled to controls: 0 for no effect and ±100 for the full control effect; nearly all actives have a fitted effect of over 75% in size; some results filed as inactive show a strong effect at the top dose
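MLSMR compounds (23 nl, pin-transferred) preincubated 10 min at room temperature with a 500nM (2x) first reagent, then RGS4 at 900nM (2x) plus Transcreener GDP mix added; fluorescence polarization (620/688 nm) read before and after 90 min at 30 °C.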
mIDH1 inhibitor: blocks human mutant IDH1 R132H enzyme | 390,000 compounds, 0.093% hits | O75874 | IDH1-R132H enzyme, NADPH consumption, diaphorase/resazurin fluorescence | Potency, µM (top dose mostly 76.6 µM), without a hit: top-dose activity change, negative = inhibition, usual class: inhibitors; also: % is scaled to controls: 0 for no effect and ±100 for the full control effect; nearly all actives have a fitted effect of over 65% in size
Target sequence (O75874 whole entry R132H, stated change not applied): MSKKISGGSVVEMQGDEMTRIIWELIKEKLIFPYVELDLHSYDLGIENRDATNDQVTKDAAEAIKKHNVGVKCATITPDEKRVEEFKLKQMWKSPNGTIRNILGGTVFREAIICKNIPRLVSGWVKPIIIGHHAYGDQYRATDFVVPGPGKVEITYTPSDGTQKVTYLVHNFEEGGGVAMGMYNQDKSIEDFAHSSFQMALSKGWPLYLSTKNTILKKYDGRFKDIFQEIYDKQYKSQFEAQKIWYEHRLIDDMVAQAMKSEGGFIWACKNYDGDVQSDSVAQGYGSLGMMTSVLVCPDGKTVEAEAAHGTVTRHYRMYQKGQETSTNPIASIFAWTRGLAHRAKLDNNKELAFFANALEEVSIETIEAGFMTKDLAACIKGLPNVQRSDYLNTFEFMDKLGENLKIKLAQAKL
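IDH1-R132H (0.5 ug/mL dispensed) in pH 7.5 Tris buffer was preincubated 30 min with compound, then given a substrate mix of 0.016 mM NADPH and 2 mM alpha-KG for 80 min at room temperature; remaining NADPH was read by diaphorase/resazurin fluorescence.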
Vif-APOBEC3G blk: blocks the Vif interaction with human APOBEC3G | Potency, µM (top dose mostly 46.1 µM), without a hit: at the highest dose activity, negative = active, usual class: inhibitors | 410,000 compounds, 0.076% hits | HeLa A3G-eYFP + Vif (tagged APOBEC3G with the HIV-1 protein that degrades it), YFP fluorescence, overnight | Q9HC16;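 also: % is scaled to controls: 0 for no effect and ±100 for the full control effect; nearly all actives have a fitted effect of over 60% in size; hits raise eYFP signal because A3G escapes Vif-driven loss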
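HeLa cells stably expressing Vif and C-terminally eYFP-tagged A3G, seeded overnight at 37 deg C, then exposed to compound by pintool overnight at 37 deg C. Rise in yellow fluorescence (Ex 488/Em 500-530, Acumen) marks blocked Vif-driven A3G degradation.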
12-LOX inh: ALOX12 (human) lipoxygenase inhibition. Potency, µM (series often up to 108 µM), without a hit: top-dose activity change, negative = inhibition, hits mostly inhibitors. purified 12hLO, xylenol orange hydroperoxide absorbance. AID 1671190. 580,000 compounds, 1.1% hits; also: % is scaled to controls: 0 for no effect and ±100 for the full control effect
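Purified human 12hLO at 150 nM in 25 mM Hepes, 0.01% Triton X-100, pH 7.0, preincubated 15 min at room temperature with compound. Reaction started with 40 uM arachidonic acid, 30 min at room temperature. Hydroperoxide measured by Fe-xylenol orange, 573/405 nm absorbance ratio.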
USP1 inh: inhibitors of human USP1/UAF1 deubiquitinase | 390,000 compounds, 0.23% hits | AID 743255 | O94782 | Potency, µM (titrated, usually from 57.1 µM), without a hit: top-dose activity change, negative = inhibition, usual class: inhibitors | recombinant USP1/UAF1, Ub-Rhodamine cleavage fluorescence; also: % is scaled to controls: 0 for no effect and ±100 for the full control effect; nearly all actives have a fitted effect of over 60% in size; inactives centre near -12
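In this screen, compounds sit with the deubiquitinase complex (1nM) for 15 min at room temperature before Ub-Rho is added at 150nM final. Fluorescence rise is then followed for 6 reads every 60 seconds.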
TrxR1 inh: rat TrxR1 inhibition; O89049; recombinant rTrxR1, NADPH fluorescence consumption, selenite substrate; Potency, µM (titrated, usually from 114 µM), for inactives: at the top dose activity change, negative = inhibition, hits mostly inhibitors; 390,000 compounds, 1% hits; AID 588453; also: % is scaled to controls: 0 for no effect and ±100 for the full control effect; nearly all actives have a fitted effect of over 65% in size
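Rat TrxR1 (90 nM in the dispensed reagent) was pre-reduced with 400 uM NADPH for 5 min at room temperature, then incubated with compound for 15 min. After 400 uM selenite was added, NADPH fluorescence (Ex 340/Em 450 nm) was followed for 8 min.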
Numbers without * were called inactive; ? = inconclusive; . = not tested or not shown; [ ] = dose if it differs, or a comment. Calls follow the shape of the dose curve; as a rule, active = well fitted curve in the direction sought with a large enough effect; inconclusive = small, poorly fitted or top-dose-only effect, or another doubt; inactive = no such curve, though single readings can be large; an effect the other way counts as inactive or inconclusive. Potency is read from the fitted curve at half-maximal effect. An excerpt, so the mix of outcomes need not match the whole.

Order of values – TrxR1 substrate, RXFP1 ag, Vif-APOBEC3F blk, RGS4 inhibitor, mIDH1 inhibitor, Vif-APOBEC3G blk, 12-LOX inh, USP1 inh, TrxR1 inh
COc1ccc(-c2noc(-c3ccccc3Cl)n2)cc1OC
    3%[57.1 µM], 1.2%, 5%, -4%, 0%, -7%, 5%, -6%, 5%
CN(C(=O)Cn1c(=O)oc2ccccc21)C1CCCCC1
    -4%, 2.3%, -14%, -4%, -3%, 2%, -11%, -16%, -7%
O=C(/C=C/c1ccc(F)cc1)NC(Cc1c[nH]c2ccccc12)C(=O)O (stereo not given)
    -11%[57.1 µM], 0.2%, -8%, -15%, 12%, 0%, -15%, -9%, 31%[57.1 µM]
CCN1C(=O)c2ccccc2Sc2ccc(NC(=O)N3CCN(c4cc(C)ccc4C)CC3)cc21
    0%, 11%, 1%, -30%, -11%, 2%, -27%, 6%, 4%
NS(=O)(=O)c1cccc(NC(=O)CCS(=O)(=O)c2ccc(Cl)cc2)c1
    3%, 1.1%, -9%, 24%, 2%, -5%, -3%, -6%, 26%
CCc1ccc(/C=C2\SC(=S)N(CCCC(=O)NC3=NCCS3)C2=O)cc1
    ., ., 1%, ., 1%, 3%, -1%, 6%, .
CCCc1nc2c([nH]1)c(=O)n(C)c(=O)n2C
    13%, 19%, 14%, -5%[56.9 µM], 6%, 2%, 6%, -10%, 37%[activator]
COc1ccccc1-c1cn[nH]c1-c1ccc(OCc2ccc([N+](=O)[O-])cc2)cc1O
    2%, -0.2%, 5%, -9%, 9%, -8%, 13%, -9%, 11%
O=C(Cn1nc(-c2ccccc2)ccc1=O)NCC1COCCO1 (stereo not given)
    6%, 0.6%, -4%, 19%, -3%, 1%, -13%, -6%, 7%
Cn1c(CO)cnc1SCc1ccc(Cl)cc1
    -7%, 1.0%, 7%, 7%, 9%, 1%, -2%, 10%, -9%
CC(C)c1ccccc1NC(=O)CSc1n[nH]c(=O)n1C1CC1
    -3%, -1.4%, 6%, -2%, -8%, 0%, -3%, -27%, 5%
Cc1nnc(SCC(=O)NNC(=O)c2ccccc2)n1Cc1ccccc1
    -9%, ., 0%, -9%, 8%, 0%, 9%, -2%, -13%
Cc1ccccc1C(=O)c1cccn1CC(=O)NC(C)c1ccccc1 (stereo not given)
    7%, -0.7%, -2%, 3%, 0%, 0%, -9%, -14%, 10%
O=C(NC1CCCCC1)C(Cc1ccccc1)NS(=O)(=O)c1cccs1 (stereo not given)
    9%[57.1 µM], 2.3%, -6%, 6%, 10%, 1%, 0%, -14%, 21%
COCCNC(=O)Cn1nc(N2CCN(c3ccccc3OC)CC2)ccc1=O
    1%[57.1 µM], 4.8%, -1%, 8%, -15%, 2%, -3%, -17%, 14%[57.1 µM]
CC(=O)NNc1nc(-c2ccccc2)cs1
    -11%, 0.6%, 1%, ?, 9%, -7%, -19%, -18%, -9%
CCOc1ccc(C(=O)Nc2nncs2)cc1OCC
    1%, 3.1%, 2%, -6%, 1%, 1%, -3%, -22%, 16%
O=C(CCN1C(=O)c2ccccc2S1(=O)=O)N1CCN(c2cccc(Cl)c2)CC1
    -6%[57.1 µM], -0.5%, 7%, 26%, -12%, 0%, 14%, -4%, 0%[57.1 µM]
CC(C)(C)NC(=O)CN(C(=O)CS(=O)CC(=O)Nc1ccc(F)cc1)c1ccc(F)c(Cl)c1 (stereo not given)
    9%, -0.4%, -3%, 6%, -1%, 0%, 23%, -13%, -2%
CSCCC(NC(N)=O)C(=O)NCC1CCCCC1 (stereo not given)
    12%[57.1 µM], 0.4%, 4%, -17%, 4%, -2%, 0%, 0%, 8%[57.1 µM]
CCOC(=O)/C(=C\c1ccc(OC(F)F)cc1)C1=Nn2c(nnc2-c2ccc(Cl)cc2)SC1
    -4%, 1.4%, -12%, -25%, -6%, -20%, ., -21%, -14%
c1ccc(N2CCN(c3nc(-c4cccs4)nc4ccccc34)CC2)cc1
    9%[57.1 µM], 0.1%, 2%, 8%, 3%, -7%, -5%, -7%, 21%[57.1 µM]
CC(C)N(Cc1ccccc1)C(=O)COC(=O)c1ccc(S(=O)(=O)N2CCOCC2)cc1
    12%[57.1 µM], ., 8%, -2%, 2%, 4%, -10%, -12%, 10%[57.1 µM]
CCN(CC)c1ccc(NC(=O)Nc2ccccc2C(F)(F)F)cc1
    -4%, -2.6%, 7%, -54%, 0%, -2%, 102%[activator], -13%, -1%
COc1ccc(NC(=O)CN(C)C(=O)CNC(=O)c2sc3ccccc3c2Cl)cc1
    0%, 9.8%, -10%, -15%, -9%, -4%, 183%[activator], 0%, 6%
CC(C)(C)NC(=S)N/N=C/c1cccnc1
    1%[57.1 µM], 1.3%, ?, 2%, 1%, 0%, ?, -12%, -10%
CCOc1c(N2CC(C)OC(C)C2)c(=O)c1=O (stereo not given)
    4%[57.1 µM], -5.5%, 2%, -10%, -4%, -2%, 1%, -13%, 18%
CC1(C(=O)OCC(=O)Nc2ccc(S(=O)(=O)N3CCOCC3)cc2)CC1(Cl)Cl (stereo not given)
    -2%[57.1 µM], ., -15%, 22%, 11%, 3%, -6%, -8%, 4%[57.1 µM]
CC1CC=CC2C1C(=O)N(Cc1ccccc1)C2c1ccc(C(F)(F)F)cc1 (stereo not given)
    -2%, ., ., -18%, ., -1%, ., ., -11%
CCC(C)NC(=O)c1ccc2c(c1)N(Cc1ccccc1)C(=O)c1ccccc1S2(=O)=O (stereo not given)
    -1%, -1.9%, ., -5%, ., ., -17%, -18%, 22%

The list continues.
Order of values – TrxR1 substrate, RXFP1 ag, Vif-APOBEC3F blk, RGS4 inhibitor, mIDH1 inhibitor, Vif-APOBEC3G blk, 12-LOX inh, USP1 inh, TrxR1 inh
Clc1ccc(-n2cnc3c(Cl)ncnc32)cc1Cl
    5%[11.4 µM], ., -10%, -16%, -2%, 2%, -7%, -7%, 7%[11.4 µM]
Cc1ccc(C(=O)NCCN2CCOCC2)cc1S(=O)(=O)N1CCCCC1
    0%, -1.8%, -5%, -16%, 0%, 1%, 96%[activator], -13%, 5%
O=C(c1ccc(S(=O)(=O)NCc2ccco2)cc1)N1CCN(Cc2ccc3c(c2)OCO3)CC1
    -4%[57.1 µM], 1.8%, -3%, -52%, 2%, 0%, 1%, -6%, -5%[57.1 µM]
Cc1cc(NC(=O)CCCn2cnc([N+](=O)[O-])n2)no1
    3%, -1.8%, 0%, 5%[11.4 µM], -10%, 0%, 9%, -29%, 25%
Cc1cc(-c2ccccc2)n(-c2ccc(C(=O)N3CCN(c4ncccn4)CC3)cc2)n1
    0%, 0.4%, -2%, -34%, -7%, 0%, 0%, 1%, 8%
CCN1/C(=C/c2ccc3cccc(C)c3[n+]2CC)Sc2ccccc21
    0%, 22%, -147%, -5%, 4%, ?, 7.9µM*, -19%, 19%
CCCOc1nc2c(c(=O)n(C)c(=O)n2C)n1C
    4%, 18%, ?, -44%, 5%, 0%, 6%, -12%, 15%
CCOC(=O)c1snc(C(=O)NC2CCCCC2)c1N
    32%[activator], 0.3%, 1%, -13%, 10%, -3%, 6%, -4%, -1%
CCOC(=O)C1=C(C)NC(C)=C(C(=O)OCCNC(=O)c2cccnc2)C1c1cccc([N+](=O)[O-])c1 (stereo not given)
    -11%, -0.9%, 6%, -34%, 2%, -7%, ., -15%, -6%
COC(=O)[C@]1(Cc2ccccc2)N[C@H](CN(C)C(=O)C2CCCCC2)[C@@H]2C(=O)N(Cc3ccccc3)C(=O)[C@@H]21
    -4%, ., 1%, 0%, -1%[38.3 µM], -4%, -1%, -28%, 8%

Part of the list above, reduced to mIDH1 inhibitor, USP1 inh and TrxR1 inh:
SMILES	mIDH1 inhibitor	USP1 inh	TrxR1 inh
CCCOc1nc2c(c(=O)n(C)c(=O)n2C)n1C	5%	-12%	15%
CC(=O)NNc1nc(-c2ccccc2)cs1	9%	-18%	-9%
CC1(C(=O)OCC(=O)Nc2ccc(S(=O)(=O)N3CCOCC3)cc2)CC1(Cl)Cl (stereo not given)	11%	-8%	4%[57.1 µM]
Cc1ccc(C(=O)NCCN2CCOCC2)cc1S(=O)(=O)N1CCCCC1	0%	-13%	5%
CSCCC(NC(N)=O)C(=O)NCC1CCCCC1 (stereo not given)	4%	0%	8%[57.1 µM]
O=C(NC1CCCCC1)C(Cc1ccccc1)NS(=O)(=O)c1cccs1 (stereo not given)	10%	-14%	21%

Full records, quoted from the list.
Cc1ccc(C(=O)NCCN2CCOCC2)cc1S(=O)(=O)N1CCCCC1 is entered as TrxR1 substrate = 0%; RXFP1 ag = -1.8%; Vif-APOBEC3F blk = -5%; RGS4 inhibitor = -16%; mIDH1 inhibitor = 0%; Vif-APOBEC3G blk = 1%; 12-LOX inh = 96%[activator]; USP1 inh = -13%; TrxR1 inh = 5%
CCOc1ccc(C(=O)Nc2nncs2)cc1OCC is entered as TrxR1 substrate = 1%; RXFP1 ag = 3.1%; Vif-APOBEC3F blk = 2%; RGS4 inhibitor = -6%; mIDH1 inhibitor = 1%; Vif-APOBEC3G blk = 1%; 12-LOX inh = -3%; USP1 inh = -22%; TrxR1 inh = 16%
